DT40 TDP1 no CPT: qHTS for Inhibitors of human tyrosyl-DNA phosphodiesterase 1 (TDP1): qHTS in cells in absence of CPT. hit rate 15% among 420,000. Potency, µM (doses to about 46.2 µM), for inactives: at the top dose activity change, negative = growth inhibition, most hits filed as inhibitors. DT40 Tdp1-/- hTDP1 cells, no CPT, ATP luminescence, 48 h; also: nearly all actives have a fitted effect of over 55% in size
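Seeded 400 DT40-hTDP1 cells/well (vehicle DMSO, no 20 nM CPT); pinned compounds; ≥48 hr at 37 °C; CellTiter-Glo luminescence as viability measure.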
GCN5L2 inh: qHTS Assay for Inhibitors of GCN5L2; Histone acetyltransferase KAT2A (Homo sapiens), Q92830; GCN5L2 HAT assay, ThioGlo1 CoA-SH fluorescence; Potency, µM (top dose mostly 58.9 µM), without a hit: at the top dose activity change, negative = inhibition, actives largely listed as inhibitors; hit rate 0.21% among 390,000
Target sequence (Q92830 whole entry, looked up): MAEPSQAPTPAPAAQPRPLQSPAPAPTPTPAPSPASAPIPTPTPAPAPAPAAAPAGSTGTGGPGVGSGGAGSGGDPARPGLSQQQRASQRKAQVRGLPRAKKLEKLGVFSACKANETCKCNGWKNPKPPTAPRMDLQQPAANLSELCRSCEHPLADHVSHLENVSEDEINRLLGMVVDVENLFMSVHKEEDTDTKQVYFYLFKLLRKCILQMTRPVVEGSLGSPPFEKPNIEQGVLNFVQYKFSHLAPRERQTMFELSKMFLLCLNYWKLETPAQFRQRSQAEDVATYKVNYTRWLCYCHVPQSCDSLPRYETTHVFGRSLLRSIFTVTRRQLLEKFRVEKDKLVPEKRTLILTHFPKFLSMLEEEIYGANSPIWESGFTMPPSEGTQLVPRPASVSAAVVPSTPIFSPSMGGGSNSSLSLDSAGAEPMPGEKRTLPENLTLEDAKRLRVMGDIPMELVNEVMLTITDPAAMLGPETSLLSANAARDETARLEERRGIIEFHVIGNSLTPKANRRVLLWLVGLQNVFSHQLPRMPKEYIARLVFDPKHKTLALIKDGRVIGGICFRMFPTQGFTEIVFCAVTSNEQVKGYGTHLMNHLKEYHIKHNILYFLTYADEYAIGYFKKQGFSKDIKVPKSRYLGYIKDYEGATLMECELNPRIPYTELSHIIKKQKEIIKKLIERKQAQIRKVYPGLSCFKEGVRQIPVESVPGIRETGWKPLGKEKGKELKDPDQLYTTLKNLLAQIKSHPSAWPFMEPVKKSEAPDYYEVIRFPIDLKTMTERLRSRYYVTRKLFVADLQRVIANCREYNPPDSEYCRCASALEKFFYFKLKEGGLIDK
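Enzyme at 20nM final was mixed with library compounds for 15 min at room temperature. Peptide H3(1-25) at 75uM, acetyl-CoA at 70uM and ThioGlo1 at 50uM were then added. Plates were read immediately and after 20 min (Ex340nm/Em540nm).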
DT40 TDP1 CPT: qHTS for Inhibitors of human tyrosyl-DNA phosphodiesterase 1 (TDP1): qHTS in cells in presence of CPT; chicken DT40 Tdp1-/-;hTDP1 cells + 20 nM CPT, ATP luminescence, 48 h; Potency, µM (series often up to 46.2 µM), for the others: at the top dose activity change, negative = growth inhibition, most hits filed as inhibitors; hit rate 12% among 420,000; also: nearly all actives have a fitted effect of over 55% in size
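Cell growth measured by CellTiter-Glo luminescence after a minimum 48 h, 37 C compound exposure with 20 nM CPT in Tdp1-knockout DT40 cells stably expressing hTDP1, seeded 400/well; qHTS titration format.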
* hit, by the source's call; ? = inconclusive; / = not tested or not shown; & = joins results of further samples; [ ] = another dose, or the depositor's remark. Calls follow the shape of the dose curve; as a rule, active = well fitted curve in the direction sought with a large enough effect; inconclusive = small, poorly fitted or top-dose-only effect, or another doubt; inactive = no such curve, though single readings can be large; an effect the other way counts as inactive or inconclusive. % is scaled to controls: 0 for no effect and ±100 for the full control effect; potency is read from the fitted curve at half-maximal effect. Only part of the results is shown; rates above refer to the full screens.

SMILES	DT40 TDP1 no CPT	GCN5L2 inh	DT40 TDP1 CPT
COc1ccc(-n2nnnc2SCC(=O)Nc2cccc(O)c2)cc1	?	-7.2%	-22.5%
CSc1ncccc1C(=O)NC1CCCCCC1	-13.8%	-3.3%	-10.6%
Cc1ccc(-c2cc(C(=O)N/N=C/c3c(C)nn(-c4ccccc4)c3C)n[nH]2)s1	0.82µM*	-8.6%	0.651µM*
COc1ccc(C2=NOC(Cn3nc(C(=O)NCc4ccc(C)cc4)cc3-c3ccccc3)C2)cc1 (centres undefined)	20.6µM*	-10.9%	?
Nc1sc2c(c1C(=O)NCCc1ccccc1)CCCC2	14.6µM*	/	?
CCc1ccc(C(C(=O)NCCOC)N(C(=O)Cn2nnc3ccccc32)c2cccnc2)cc1 (centres undefined)	-5.5%	-0.7%	2.9%
COc1cccc2c1OC[C@@H](CO)[C@H]2N(C)C(=O)Nc1ccccc1	-0.3%	-2.4%	-5.1%
Cc1ccnc(NCc2ccccc2O)c1	-15.0%	-9.1%	-21.7%
CC1CC(C)CN(c2oc(-c3ccccc3Cl)nc2C#N)C1 (centres undefined)	-12.7%	-6.2%	-1.3%
O=C(CS(=O)(=O)c1ccccc1)N1CCCCCC1	-22.1%	-17.8%	-1.0%
C[C@@H](C(=O)NCc1ccco1)N1C(=O)N2CCc3c([nH]c4ccccc34)[C@@]2(C)C1=O	?	-23.5%	?
CCOC(=O)c1c(C)c(C(=O)N2CCc3ccccc3C2)c(C)n1CC	25.9µM*	-0.2%	?
C/C(=N\Nc1ccc(F)cc1F)c1ccccc1O	7.5%	-6.9%	-0.3%
COc1ccc(CC(=O)Nc2ccc3c(c2)OCO3)cc1S(=O)(=O)N1CCOCC1	-1.6%	-3.2%	0.8%
O=C(NCc1ccc(F)cc1)C(c1ccccc1)N(C(=O)c1csnn1)c1ccccc1 (centres undefined)	?	-1.4%	?
CCn1c(SCC(=O)N2CCCCC2C)nnc1-c1ccc(S(=O)(=O)N2CCN(C)CC2)cc1 (centres undefined)	-24.7%	2.0%	-25.1%
COc1cccc(NC(=O)Nc2ccc(Br)cn2)c1	6.6%	-1.2%	?
O=C(CCn1c(=O)[nH]c2ccccc21)NCC1Cc2cc(Cl)cc(-c3ccncc3)c2O1 (centres undefined)	-27.1%	/	4.2%
O=C(CCN1C(=O)S/C(=C\c2ccccc2)C1=O)NCCCn1ccnc1	?	-8.5%	?
Cc1nc(NC(=O)/C=C/c2ccccc2)sc1C(=O)NCCO	-25.1%	0.5%	13.8%
COc1cc(C2=Nc3c(c(C)nn3-c3ccccc3)P(=O)(N3CCOCC3)O2)cc(OC)c1OC (centres undefined)	1.7%	-4.8%	-3.3%
CCNc1ccc(C(=O)OC(C(=O)NC(N)=O)C(C)C)cc1[N+](=O)[O-] (centres undefined)	-7.3%	-6.8%	-11.3%
COc1ccc(S(=O)(=O)N(C)CC(=O)NCCCN2CCOCC2)cc1Cl	-14.4%	-6.1%	3.4%
O=[N+]([O-])c1cccc(C=NN=Cc2ccccc2O)c1	-0.1%	/	4.4%
CC(=O)NC(CCS(C)(=O)=O)C(=O)Nc1cccc(C)c1 (centres undefined)	5.8%	2.4%	-6.7%
CCN(CC)C(=O)[C@H]1C[C@H](CC(=O)NCCCn2ccnc2)C(=O)N2CCc3c([nH]c4ccc(Cl)cc34)[C@]12C	?	-4.3%	?
COc1ccccc1CNC(=O)C1CCC(=O)N1C(C)C (centres undefined)	-17.1%	-18.1%	5.5%
COc1ccc(OC)c(C2SCCN2S(C)(=O)=O)c1 (centres undefined)	0.9%	-1.0%	-3.8%
CCCCCCN1C[C@@H](O)[C@H](n2cc(-c3ccc(F)cc3)nn2)C[C@@H]1c1ccc(OC)cc1	?	/	2.0%
COc1cc(SC)ccc1C(=O)OCC(=O)NCCC1=CCCCC1	-3.6%	-3.4%	7.4%
CCOc1c2ccc(C(=O)NCCCCc3ccccc3)cc2nn1CC	1.5%	-3.4%	-18.0%
CN1CCN(CCc2cn3ncc(C#N)c3nc2-c2ccc(F)cc2)CC1	-6.9%	-3.4%	8.3%
CC1CCN(S(=O)(=O)c2nnc(NC(=O)c3cccc([N+](=O)[O-])c3)s2)CC1	-7.5%	-1.4%	-26.2%
COCCOC(=O)c1c(NC(=O)CN2CCc3ccccc32)sc(C(N)=O)c1C	-15.2%	0.6%	?
CC(=O)c1ccc(S(=O)(=O)Nc2cccc(-c3ccc(N4CCOCC4)nn3)c2)cc1	?	-17.2%	?
O=C(CCS(=O)(=O)c1ccccc1)Nc1nc2cc3c(cc2s1)OCCO3	?	-0.1%	?
COc1nc(N(C)C)nc(N(C#N)CCOC(C)=O)n1	17.4%	-11.0%	?
O=C(NNC(=O)NC1CCCCC1)NC1CCCCC1	2.5%	-1.9%	-2.1%
Cc1ccc(N(CC(N)=O)C2SC(=O)NC2=O)cc1 (centres undefined)	-7.7%	-9.0%	-4.1%
CCOc1cc(N2CCOCC2)c(OCC)cc1NC(=O)c1cccc(S(=O)(=O)N2CCOCC2)c1	?	-4.8%	-24.7%
O=C(Nc1ccc(Cl)cc1Cl)[C@@H]1CC=C[C@@H]2CCN(C3CC3)C(=O)[C@@H]21	?	/	?
c1coc(C2=Nc3cccc4cccc(c34)N2)c1	23.1µM*	-6.5%	14.6µM*
Cc1cccc(OCC(=O)N/N=C/c2cn[nH]c2-c2ccc(Cl)c(Cl)c2)c1	?	1.1%	?
O=C(Nc1ccc(N2CCCCCC2)cc1)c1ccc[nH]1	?	-4.3%	?
CCOC(=O)C(NCCCO)c1ccccc1 (centres undefined)	-2.3%	0.6%	-7.2%
COc1ccc(-n2c(CN3CCC(C)CC3)nc3ccc([N+](=O)[O-])cc3c2=O)c(OC)c1	?	-5.3%	18.4µM*
COC(=O)c1ccc2c(=O)n(CCN3CCOCC3)c(SCC(=O)Nc3ccccc3Cl)nc2c1	?	0.1%	?
CN(C)S(=O)(=O)N1CCN(CC(=O)Nc2ccc(F)cc2)CC1	-16.9%	4.3%	3.7%
Cc1ccc(-c2nnc(-c3ccccc3)c(N3CCOCC3)n2)cc1	16.4µM*	-9.5%	?
CC(C)CCN(C(=S)Nc1cccc(F)c1)C(C)c1cccs1 (centres undefined)	0.8%	-3.3%	?

A stretch from the list above:
SMILES	DT40 TDP1 no CPT	GCN5L2 inh	DT40 TDP1 CPT
Cc1ccc(N(CC(N)=O)C2SC(=O)NC2=O)cc1 (centres undefined)	-7.7%	-9.0%	-4.1%
CCOc1cc(N2CCOCC2)c(OCC)cc1NC(=O)c1cccc(S(=O)(=O)N2CCOCC2)c1	?	-4.8%	-24.7%
O=C(Nc1ccc(Cl)cc1Cl)[C@@H]1CC=C[C@@H]2CCN(C3CC3)C(=O)[C@@H]21	?	/	?
c1coc(C2=Nc3cccc4cccc(c34)N2)c1	23.1µM*	-6.5%	14.6µM*
Cc1cccc(OCC(=O)N/N=C/c2cn[nH]c2-c2ccc(Cl)c(Cl)c2)c1	?	1.1%	?
O=C(Nc1ccc(N2CCCCCC2)cc1)c1ccc[nH]1	?	-4.3%	?
CCOC(=O)C(NCCCO)c1ccccc1 (centres undefined)	-2.3%	0.6%	-7.2%
COc1ccc(-n2c(CN3CCC(C)CC3)nc3ccc([N+](=O)[O-])cc3c2=O)c(OC)c1	?	-5.3%	18.4µM*
COC(=O)c1ccc2c(=O)n(CCN3CCOCC3)c(SCC(=O)Nc3ccccc3Cl)nc2c1	?	0.1%	?
CN(C)S(=O)(=O)N1CCN(CC(=O)Nc2ccc(F)cc2)CC1	-16.9%	4.3%	3.7%
Cc1ccc(-c2nnc(-c3ccccc3)c(N3CCOCC3)n2)cc1	16.4µM*	-9.5%	?
CC(C)CCN(C(=S)Nc1cccc(F)c1)C(C)c1cccs1 (centres undefined)	0.8%	-3.3%	?

Going on with the list.
SMILES	DT40 TDP1 no CPT	GCN5L2 inh	DT40 TDP1 CPT
Cc1ccc(S(=O)(=O)NCCC(=O)N2CCCCCCC2)cc1	?	-5.0%	-12.0%
O=c1c2ccccc2nc2n1C(CSCc1cccc(C(F)(F)F)c1)CS2 (centres undefined)	3.66µM*	-14.3%	3.66µM*
COc1cccc(CN(Cc2ccco2)C(c2ccc(F)cc2)c2nnnn2C(C)(C)C)c1 (centres undefined)	?	?	?
CCOC(=O)C1CCCN(Cc2c(F)cccc2Cl)C1 (centres undefined)	-23.7%	-18.6%	-26.0%
CC(=O)c1ccc(OCc2ccc(C(=O)c3ccccc3)cc2)cc1	8.2µM*	?	10.3µM*
COC1CCN(C(=O)c2ccc(OC3CCN(CCc4ccccc4)CC3)cc2)CC1	-16.6%	0.0%	1.1%
COC(=O)CCC(=O)N1CCCC(C(=O)c2cc(F)ccc2F)C1 (centres undefined)	13.1%	1.6%	31.9%[activator]
O=P(O)(Cc1ccccc1)c1ccccc1	-6.2%	/	14.7%
CCOc1ccc(C(=O)NCCn2cc(SCC(=O)NCCc3ccc(OC)c(OC)c3)c3ccccc32)cc1	?	-1.4%	?
CCOc1ccccc1N(CC(=O)N/N=C/c1cc(Br)ccc1OC)S(C)(=O)=O	?	-6.4%	?
O=C(Cn1nnc(-c2ccc(Cl)cc2)n1)NCC1CCCCC1	-15.8%	-2.3%	-6.6%
COc1ccc(NC(=O)N[C@@H](Cc2ccccc2)C(=O)NN)cc1	-18.8%	-12.6%	8.5%
CCOC(=O)C(CC)n1nc(C)n2c(cc3sccc32)c1=O (centres undefined)	11.6µM*	-2.3%	11.6µM*
Cc1ccc(N2C(=O)[C@@H]3Cc4ccccc4CN3C2=O)cc1	-24.5%	1.6%	-4.6%
CC(C)C(NS(C)(=O)=O)c1nnc2n1CCN(Cc1ccnc3ccccc13)CC2 (centres undefined)	-28.7%	/	?
COc1ccc(C(=O)CC(Sc2ccccc2N)c2ccc(OC)cc2)cc1 (centres undefined)	?	/	?
COc1ccc(OC(=O)OCc2ccccc2)cc1	-23.3%	/	-23.4%
CC12CN3CC(C)(CN(C1)C3c1ccc(F)cc1)C2 (centres undefined)	7.5%	-5.4%	0.5%
CCOc1ccccc1N1CCN(CC(=O)N(C2CCCC2)C2CCS(=O)(=O)C2)CC1 (centres undefined)	-3.7%	-3.1%	-12.1%
Cc1ccccc1NC(=O)Cc1nc(COC(=O)CNC(=O)c2ccc(Cl)cc2Cl)cs1	-25.5%	/	-6.0%
COc1ccc(-n2c(SCC(=O)NCC3CCCO3)nc3c([nH]c4ccccc43)c2=O)cc1 (centres undefined)	-6.8%	-3.1%	5.9%
COc1ccc(-c2csc(NC(=O)CN3C(=O)NC4(CCCC4)C3=O)n2)c(OC)c1	?	-3.0%	?
COCc1c(C(=O)N2CCN(c3ccccc3O)CC2)cnn1-c1nccc(-c2cccs2)n1	?	/	?
CCOC(=O)C1=NNC2(c3ccc(C)cc3)C(=O)N(c3ccccc3)C(=O)C12 (centres undefined)	-16.7%	-5.1%	5.2%
CCNC(=O)Nc1cc(S(=O)(=O)N2CCOCC2)ccc1N1CCCCC1	?	/	0.4%
Cc1nc(NC(=O)C(C)(C)C)sc1C(=O)Cn1cc(CCc2ccccc2)nn1	?	/	-27.5%
CN(C1(C)CCS(=O)(=O)C1)S(=O)(=O)c1ccc2ccccc2c1 (centres undefined)	-23.4%	-1.7%	-12.0%
CCc1noc(C)c1C(=O)Nc1ccc(S(=O)(=O)N2CCCCC2)cc1	?	-3.8%	-28.9%
COc1ccc2nc(SCc3ccccc3C)nc(C)c2c1	?	-3.0%	-26.9%
FC(F)(F)c1ccc(NC(=S)NCc2ccccc2)cc1	?	0.5%	14.6µM*
Cc1cc(-c2csc(N)n2)c(C)n1-c1ccc(Cl)c(Cl)c1	?	1.0%	?
CCNC(=O)/C(C#N)=C/c1c(N(Cc2ccccc2)Cc2ccccc2)nc2ccccn2c1=O	?	-1.1%	?
CC1CCCC(NC(=O)COC(=O)/C=C/c2ccc(S(=O)(=O)N3CCOCC3)cc2)C1C (centres undefined)	-21.0%	-12.4%	-17.2%
Cc1nc2ccccc2c(=O)n1/N=C/c1ccncc1	-22.7%	-3.0%	-11.1%
Cc1ccc(C(=O)Nc2ccccc2N2CCN(C(=O)C(C)C)CC2)cc1	-28.7%	-5.9%	-26.3%
Cc1c(C(=O)OCC(=O)NC(C)c2ccccc2)oc2ccccc12 (centres undefined)	5.2%	-1.8%	-5.8%
C[n+]1ccccc1/C=N/O	2.4%	-1.4%&-5.2%&-17.3%	0.4%
COc1ccc(C(=O)NCC(=O)N2CCNC(=O)C2)cc1OC	1.2%	-2.7%	1.5%
O=C(c1cc(COc2ccc(F)cc2Cl)on1)N1CCN(c2cnccn2)CC1	?	-1.8%	?
